High-throughput results: PubChem BioAssay, Broad Institute
esBAF inh: inhibitors of esBAF chromatin remodeling in mouse ES cells; reporter increase, % at 12.5 µM; 350,000 compounds, 2% hits; Bmi1-luciferase knock-in reporter, 24 h; 100% = twice the neutral-well signal; in the data active = activation above about 40%;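 note: 0% = median of the plate's neutral control wells and 100% = double that signal; a rise in the Bmi1 reporter signal indicates esBAF inhibition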
Cneo AK release: Cryptococcus neoformans lysis via adenylate kinase release; C. neoformans lysis, adenylate kinase release luminescence, 4 h; normalised: neutral wells 0, clomiphene wells 100; lysis activity, % at 15 µM; 360,000 compounds, 0.2% hits; AID 651654;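 active = mean lysis activity across replicates of at least 80%, whatever share of replicates individually reach that level; inactive = mean lysis activity below 80%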
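Assay system: Cryptococcus neoformans yeast cells / Dosing: single-point compound dose / Timing: 4 h at 37 °C static, read 1 h later / Measured by: luminescence of released adenylate kinase using an AK detection reagent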
ARNT TACC3 PPI: ARNT/TACC3 interaction disruption; Q9Y6A5; 390,000 compounds, 0.66% hits; inhibition, % at 9.99 µM; AID 623870; AlphaScreen His-ARNT PAS-B/GST-TACC3 binding, luminescence; TACC3 fragment carries E629A point mutation;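 active = mean inhibition of replicates at least 50% and at least half of replicates each reaching 50%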;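 note: 0% = complete ARNT plus TACC3 wells and 100% = ARNT alone without TACC3; many hits fall short of the cut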
miR122 inh: miR-122 inhibition in Huh7 cells. 340,000 compounds, 0.3% hits. Huh7 miR-122 Renilla luciferase sensor, 48 h; neutral wells = 0, positive control = 100. activation (reporter increase), % at 12.5 µM;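 active = mean replicate activation score at least 90 and every replicate individually at or above 90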;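 note: higher luciferase means less miR-122 activity so hits act as miR-122 inhibitors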
SIRT5 block: sirtuin-5 (human) deacylase inhibition | Purified SirT5, succinyl-peptide AMC, trypsin-coupled fluorescence | inhibition, % at 15 µM | 330,000 compounds, 1.1% hits | Q9NXA8; in the data active = inhibition above about 15%
Target sequence (Q9NXA8 whole entry, looked up): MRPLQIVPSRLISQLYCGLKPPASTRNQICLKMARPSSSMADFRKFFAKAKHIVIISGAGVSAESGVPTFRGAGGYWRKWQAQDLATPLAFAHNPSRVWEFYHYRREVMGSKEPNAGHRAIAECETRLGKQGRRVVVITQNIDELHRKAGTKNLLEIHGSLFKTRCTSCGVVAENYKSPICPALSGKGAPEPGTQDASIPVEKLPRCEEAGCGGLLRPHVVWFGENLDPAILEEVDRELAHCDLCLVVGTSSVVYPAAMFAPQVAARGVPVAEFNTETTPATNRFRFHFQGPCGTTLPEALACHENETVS
C2C12 statin: suppression of simvastatin myotoxicity | C2C12 myotubes + simvastatin, ATP luminescence, 48 h; scaled: DMSO 0, geranylgeraniol control 100 | rescue of ATP level, % at 7.49 µM | 330,000 compounds, 0.78% hits | AID 602340;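 active = mean ATP rescue above about 67%, or every replicate alone reaching that limit, limit read from the data, passing the limit was not always enough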;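 note: myotubes were challenged with 10 µM simvastatin during compound exposure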
ERp5 inh: ERp5 (human) disulfide isomerase inhibition; ERp5 insulin aggregation, absorbance 650 nm, 90 min; inhibition, % at 9.99 µM; 350,000 compounds, 0.05% hits; AID 651711;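 active = mean replicate inhibition above about 25%, with every replicate also reaching it, limit read from the data, passing the limit was not always enough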
Target sequence (Q15084 whole entry, looked up): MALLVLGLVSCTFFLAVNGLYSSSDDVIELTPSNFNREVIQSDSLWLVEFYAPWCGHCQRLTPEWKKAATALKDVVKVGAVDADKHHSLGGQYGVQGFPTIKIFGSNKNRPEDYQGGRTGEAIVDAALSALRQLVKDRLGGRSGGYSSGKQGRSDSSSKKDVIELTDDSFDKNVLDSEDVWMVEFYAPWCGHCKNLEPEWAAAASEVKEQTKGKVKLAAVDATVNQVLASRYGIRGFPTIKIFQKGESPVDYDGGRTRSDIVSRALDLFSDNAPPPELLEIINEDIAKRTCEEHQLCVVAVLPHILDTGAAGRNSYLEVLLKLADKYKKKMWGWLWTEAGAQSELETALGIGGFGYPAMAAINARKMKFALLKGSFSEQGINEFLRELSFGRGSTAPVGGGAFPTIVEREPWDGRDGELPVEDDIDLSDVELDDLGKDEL
Starred values were filed as active, the others as inactive; nt = no result given; [ ] = dose if it differs, or a comment. Compounds were not picked by outcome, and some 4% of all compounds hit somewhere here.

[1] O=C(Nc1ccc2c(c1)OCCO2)c1ccc(Cl)c(Cl)c1
[2] CO[C@@H]1CN(C)C(=O)c2ccc(NC(C)=O)cc2OC[C@H](C)N(Cc2ccc(F)cc2)C[C@H]1C
[3] CC1(NC(=O)c2cccc(S(=O)(=O)N3CCCc4ccccc43)c2)CCS(=O)(=O)C1 (stereo unspecified)
[4] C[C@@H]1CN([C@H](C)CO)S(=O)(=O)c2ccc(C#CCC3CCCC3)cc2O[C@@H]1CN(C)C(=O)CC1CC1
[5] CC(=O)c1c(O)cc(O)cc1CC(=O)O
[6] C[C@H](CO)N1C[C@H](C)[C@H](CN(C)CC2CC2)Oc2ccc(NS(=O)(=O)c3cn(C)cn3)cc2CC1=O
[7] COc1ccc2c(c1OC)C(=O)NC(C)=C(C(=O)OC(C)(C)C)C2O (stereo unspecified)
[8] CO[C@@H]1CN(C)C(=O)c2cc(NS(=O)(=O)c3cccc(F)c3)ccc2OC[C@@H](C)NC[C@@H]1C
Compound | 1 | 2 | 3 | 4 | 5 | 6 | 7 | 8
C2C12 statin | -5 | 5 | -20 | -17 | 0 | 4 | 38 | 7
ERp5 inh | -2 | 0 | 0 | 4 | -2 | 0 | nt | 4
miR122 inh | -11 | -8[16.7 µM] | 2 | 6[16.7 µM] | -1 | 16[16.7 µM] | -8 | nt
SIRT5 block | -4 | 6 | -1 | 8 | 0 | 1 | nt | -4
esBAF inh | 18 | 2 | 0 | 8 | -5 | -6 | 10 | 1
Cneo AK release | -7 | 38 | -1 | -2 | 5 | 1 | -2 | -1
ARNT TACC3 PPI | 7 | 0 | nt | 5 | -1 | -4 | -2 | -2

[9] C/C=C(\C)C(=O)O[C@H](c1cc2ccc(=O)oc2cc1OC)[C@@H](O)C(C)(C)O
[10] CNC[C@H]1Oc2ccc(NS(=O)(=O)c3ccccc3)cc2C(=O)N([C@@H](C)CO)C[C@@H]1C
[11] Cc1ccc(S(=O)(=O)Nc2cccc3c2O[C@H](CN(C)C(=O)Nc2ccc(F)cc2)[C@@H](C)CN([C@H](C)CO)C3=O)cc1
[12] Cc1noc(C)c1S(=O)(=O)Nc1ccc2c(c1)C(=O)N([C@@H](C)CO)C[C@H](C)[C@@H](CN(C)S(=O)(=O)c1ccc(F)cc1)OCCCC[C@H](C)O2
[13] CC(C)c1ccc(NC(=O)C(c2ccccc2)N(C)C(=O)c2cnccn2)cc1 (stereo unspecified)
[14] COC(=O)[C@@H](NCc1cccc(CN[C@H](C(=O)OC)c2ccccc2)c1)c1ccccc1
[15] CN(C)C(=O)C[C@@H]1CC[C@@H]2[C@@H](COc3ccc(NC(=O)C4CCOCC4)cc3C(=O)N2C)O1
[16] CS(=O)(=O)Nc1ccc2c(c1)[C@H]1C[C@H](CC(=O)NCc3ccc(Cl)cc3)O[C@H](CO)[C@H]1O2
Compound | 9 | 10 | 11 | 12 | 13 | 14 | 15 | 16
C2C12 statin | 5 | 0 | -22 | nt | 10 | nt | -8 | 3
ERp5 inh | -8 | -5 | 7 | 3 | 3 | 4 | -6 | 2
miR122 inh | nt | -4[16.7 µM] | 45[16.7 µM] | 8[16.7 µM] | -1 | 0 | 3[16.7 µM] | -3[16.7 µM]
SIRT5 block | -7 | -1 | 7 | 3 | -10 | nt | -6 | 0
esBAF inh | -4 | 1 | 1 | -8 | -7 | nt | 0 | -2
Cneo AK release | -2 | 1 | 1 | 3 | 2 | 1 | -2 | 60
ARNT TACC3 PPI | -1 | -4 | -5 | 1 | -5 | -8 | 0 | 2

Gathered by group, the compounds so far with a Cl atom
[1] O=C(Nc1ccc2c(c1)OCCO2)c1ccc(Cl)c(Cl)c1
[16] CS(=O)(=O)Nc1ccc2c(c1)[C@H]1C[C@H](CC(=O)NCc3ccc(Cl)cc3)O[C@H](CO)[C@H]1O2
Compound | 1 | 16
C2C12 statin | -5 | 3
ERp5 inh | -2 | 2
miR122 inh | -11 | -3[16.7 µM]
SIRT5 block | -4 | 0
esBAF inh | 18 | -2
Cneo AK release | -7 | 60
ARNT TACC3 PPI | 7 | 2

The listing continues.
[17] O=C(OCc1ccc2c(c1)OCO2)c1ccc(S(=O)(=O)N2CCCC2)cc1
[18] COc1cccc(/C=C2\C(=O)C(=O)c3ccccc32)c1
[19] CC1CSc2ccccc2NC1=S (stereo unspecified)
[20] COCC(=O)NCCSc1c(C)[nH]c2ccccc12
[21] CCCOc1ccc(/C=N/NC(=O)CSCc2ccc([N+](=O)[O-])cc2)cc1OCC
[22] COc1ccc(C2C(=O)N(C3CCCCC3)CC(=O)N2Cc2ccco2)cc1 (stereo unspecified)
[23] Cc1ccc(C)c(NC(=O)c2sc(Cl)nc2-c2ccccc2)c1
[24] O=C(C[C@@H]1CC[C@H](NS(=O)(=O)c2ccc(F)cc2)[C@@H](CO)O1)NCc1ccc(Cl)c(Cl)c1
Compound | 17 | 18 | 19 | 20 | 21 | 22 | 23 | 24
C2C12 statin | 12 | -10 | 6 | -7 | nt | -58 | 4 | 27
ERp5 inh | nt | nt | nt | 1 | 0 | 0 | nt | 0
miR122 inh | -3 | nt | -9 | nt | -8 | 2 | nt | -3[16.7 µM]
SIRT5 block | nt | nt | nt | 1 | -1 | 2 | nt | -3
esBAF inh | -5 | 2 | -1 | 9 | nt | -5 | -2 | 24
Cneo AK release | 1 | 1 | 4 | 7 | -3 | nt | -3 | 7
ARNT TACC3 PPI | -5 | -1 | -16 | 22 | -1 | -33 | 2 | 6

[25] O=C(CC1NC2CCCCC2NC1=O)Nc1cccc(C(F)(F)F)c1 (stereo unspecified)
[26] COC(=O)c1ccccc1NC(=O)CN1CCCCCC1
[27] CC(=O)Nc1ccc(S(=O)(=O)N2CCCC2C(=O)Nc2ccc3c(c2)OCCO3)cc1 (stereo unspecified)
[28] O=C(O)/C=C/C(=O)Nc1ccc(-n2ccc(C(F)(F)F)n2)cc1
[29] COc1ccc(CNC(=O)C[C@@H]2CC[C@@H](NS(=O)(=O)c3cccc(OC)c3)[C@H](CO)O2)cc1
[30] O=C(NCc1cccs1)N[C@@H](Cc1ccccc1)C(=O)O
[31] CC(NC(=O)/C(C#N)=C/c1ccc(N2CCOCC2)cc1)c1ccccc1 (stereo unspecified)
[32] C=CCNC(=O)/C(=C\C=C\c1ccccc1)NC(=O)c1ccc(OCCCC)cc1
Compound | 25 | 26 | 27 | 28 | 29 | 30 | 31 | 32
C2C12 statin | 1 | 12 | 0 | nt | 3 | 29 | 6 | 41
ERp5 inh | nt | 2 | -4 | 3 | 5 | 1 | -10 | nt
miR122 inh | 4 | -6 | 7 | nt | nt | -6 | nt | 5
SIRT5 block | nt | -2 | 2 | 2 | -3 | -3 | 2 | nt
esBAF inh | 1 | -2 | -4 | nt | 1 | 2 | -3 | 7
Cneo AK release | -13 | -2 | 3 | nt | -1 | 12 | -2 | 2
ARNT TACC3 PPI | -5 | -5 | 3 | -4 | 2 | -4 | nt | nt

[33] CS(=O)(=O)Nc1ccc2c(c1)[C@@H]1C[C@@H](CC(=O)NC3CCCC3)O[C@@H](CO)[C@@H]1O2
[34] CO[C@H]1CN(C)C(=O)c2cc(NC(=O)C3CCC3)ccc2OC[C@H](C)N(C)C[C@H]1C
[35] O=C(c1ccc(Cl)cc1)c1ccc(OCC(=O)N2CCOCC2)cc1
[36] O=C(Cn1cc(C(F)(F)F)cc(Cl)c1=O)Nc1cccc(S(=O)(=O)N2CCCCC2)c1
[37] Cc1c(C(=O)Oc2ccc(Cl)cc2)n(C)oc1=O
[38] CC(C)NC(=O)c1cc(C2CCCCN2S(=O)(=O)c2cccs2)on1 (stereo unspecified)
[39] Cc1ccc(S(=O)(=O)N2[C@@H](c3cccc(C)c3)C(C(=O)O)=C[C@H]2CC2CCCC2)cc1
[40] CCNC(=O)C(=O)NCCC1CCCCN1S(=O)(=O)c1cccs1 (stereo unspecified)
Compound | 33 | 34 | 35 | 36 | 37 | 38 | 39 | 40
C2C12 statin | 2 | -6 | nt | 14 | -6 | 10 | -18 | -4
ERp5 inh | -4 | -3 | nt | -4 | 2 | -3 | -6 | 5
miR122 inh | -3[16.7 µM] | nt | -16 | 1 | nt | 10 | -3 | nt
SIRT5 block | 1 | -2 | nt | 0 | -2 | -4 | -2 | -26
esBAF inh | -1 | -4 | nt | 5 | -12 | -6 | -2 | -5
Cneo AK release | -12 | 0 | 0 | -2 | nt | 1 | 0 | -1
ARNT TACC3 PPI | -1 | -4 | -2 | -2 | -2 | nt | -6 | -7

Part of the list above, reduced to SIRT5 block and Cneo AK release:
| # | structure | SIRT5 block | Cneo AK release |
| --- | --- | --- | --- |
| 39 | Cc1ccc(S(=O)(=O)N2[C@@H](c3cccc(C)c3)C(C(=O)O)=C[C@H]2CC2CCCC2)cc1 | -2 | 0 |
| 37 | Cc1c(C(=O)Oc2ccc(Cl)cc2)n(C)oc1=O | -2 | nt |

Going on with the list.
[41] COCC(=O)N(C)C[C@@H]1Oc2cc(C#CC(C)C)ccc2S(=O)(=O)N([C@@H](C)CO)C[C@@H]1C
[42] CC(=O)NCCCCCCNC(C)=O
[43] O=C(NCCn1c(C(F)(F)F)nc2ccccc21)[C@H]1CCCN1c1nc(CN2CCCCC2)cs1
[44] C[C@H]1CN([C@@H](C)CO)C(=O)c2cccc(N(C)C)c2O[C@H]1CN(C)C(=O)Nc1ccc2c(c1)OCO2
[45] Nc1ccc2oc(=O)c3ccccc3c2c1
[46] Cc1ccccc1CNS(=O)(=O)c1c(C(=O)N2CCCCC2)c(C)n(C)c1C
[47] COc1ccc(C=NNC(=O)CCCCC(=O)NN=Cc2ccc(OC)cc2)cc1
[48] COc1ccc(N(C(=O)c2cccnc2)S(=O)(=O)c2cc(OC)ccc2OC)cc1
Compound | 41 | 42 | 43 | 44 | 45 | 46 | 47 | 48
C2C12 statin | 29 | 6 | -4 | 7 | 1 | 3 | -15 | nt
ERp5 inh | nt | 6 | -5 | 2 | nt | 0 | 4 | -1
miR122 inh | 8[16.7 µM] | -3 | -9 | -1[16.7 µM] | 7 | 31 | -2 | 89
SIRT5 block | nt | -3 | 3 | 0 | nt | -2 | -1 | -2
esBAF inh | -5 | -4 | 10 | 0 | 14 | -3 | nt | nt
Cneo AK release | 1 | -6 | 2 | 7 | 1 | -1 | 5 | 1
ARNT TACC3 PPI | -5 | -6 | -8 | 2 | nt | -2 | -7 | -10

[49] CC(C)OCCCNS(=O)(=O)c1ccc2ccccc2c1
[50] C[C@H](CO)N1C[C@H](C)[C@@H](CN(C)C)Oc2cc(-c3cccc(C(=O)N(C)C)c3)ccc2S1(=O)=O
[51] O=[N+]([O-])c1ccccc1CNC1CCCc2ccccc21 (stereo unspecified)
[52] Cc1cc(C)c2c(-n3cccc3)c(C(=O)O)sc2n1
[53] CCC(=O)Nc1ccc2c(c1)C(=O)N(C)C[C@H](OC)[C@@H](C)CN[C@@H](C)CO2
[54] Cc1occc1-c1nnc(SCC(=O)N(C)CCC#N)n1N
[55] Cc1ccc(S(=O)(=O)N(C)C[C@H]2Oc3cc(C4=CCCC4)ccc3S(=O)(=O)N([C@@H](C)CO)C[C@@H]2C)cc1
[56] CCN1CCN(C(=O)C(NS(=O)(=O)c2ccc3nc(C)sc3c2)C(C)C)CC1 (stereo unspecified)
[57] O=C(NCCc1ccc(Cl)cc1)c1ccc2c(c1)OCO2
[58] O=C(CSc1nc2ccc([N+](=O)[O-])cc2[nH]1)c1ccc2ccccc2c1
[59] Cc1ccc(Cn2c(CN3CCN(C(=O)c4ccco4)CC3)nc3c2c(=O)n(C)c(=O)n3C)cc1
Compound | 49 | 50 | 51 | 52 | 53 | 54 | 55 | 56 | 57 | 58 | 59
C2C12 statin | 8 | 2 | nt | 7 | 6 | 0 | -25 | -9 | nt | -5 | nt
ERp5 inh | nt | -5 | 2 | nt | -3 | nt | -9 | -3 | 5 | nt | nt
miR122 inh | 38 | 4[16.7 µM] | nt | -7 | 3[16.7 µM] | -5 | 30[16.7 µM] | -5 | 4 | nt | 2
SIRT5 block | nt | 1 | -1 | nt | -10 | nt | 6 | nt | -2 | nt | nt
esBAF inh | 2 | -8 | nt | -14 | -4 | 5 | 6 | -3 | nt | -4 | 13
Cneo AK release | 1 | 3 | -3 | 4 | -1 | -2 | -4 | 7 | -1 | 9 | 1
ARNT TACC3 PPI | -28 | 3 | nt | -6 | -5 | -13 | 12 | nt | -1 | -4 | -3
